FBW7 activator – human FBW7 E3 ligase activation, primary screen. AlphaScreen FBW7–phospho-cyclin E peptide binding, activator screen. 0.13% of 650,000 active. Q969H0. normalized activity (activation), % at 26.1 µM; in the data active = normalized activity above about 1.9%;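 also: purified mutant Fbw7 with reduced substrate affinity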
Target sequence (Q969H0 whole entry, looked up): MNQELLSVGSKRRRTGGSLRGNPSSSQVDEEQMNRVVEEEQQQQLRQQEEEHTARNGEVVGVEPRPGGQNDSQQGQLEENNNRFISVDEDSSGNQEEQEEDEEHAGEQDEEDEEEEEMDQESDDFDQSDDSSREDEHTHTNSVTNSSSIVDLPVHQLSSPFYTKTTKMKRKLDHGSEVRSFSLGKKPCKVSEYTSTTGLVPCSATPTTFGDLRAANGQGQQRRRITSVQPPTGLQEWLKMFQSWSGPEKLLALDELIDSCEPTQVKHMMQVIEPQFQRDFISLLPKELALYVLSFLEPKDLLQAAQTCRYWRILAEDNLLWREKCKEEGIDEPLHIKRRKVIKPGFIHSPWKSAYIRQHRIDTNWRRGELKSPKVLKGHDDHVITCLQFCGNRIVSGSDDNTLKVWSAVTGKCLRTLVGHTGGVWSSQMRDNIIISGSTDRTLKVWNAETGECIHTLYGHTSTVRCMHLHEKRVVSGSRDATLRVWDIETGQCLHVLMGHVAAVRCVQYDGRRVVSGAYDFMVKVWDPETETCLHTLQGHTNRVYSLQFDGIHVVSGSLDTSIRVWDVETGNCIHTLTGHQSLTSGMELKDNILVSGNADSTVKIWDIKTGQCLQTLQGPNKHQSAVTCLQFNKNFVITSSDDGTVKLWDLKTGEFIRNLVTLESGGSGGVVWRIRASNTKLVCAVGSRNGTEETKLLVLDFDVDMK
TEAD-YAP inh – TEAD-YAP interaction inhibition; inhibition, % at 9.12 µM; 1.4% of 640,000 active; HEK-TIYL cells, TEAD-Gal4/YAP UAS-luciferase luminescence; in the data active = inhibition above about 32%;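 also: 0% = median of test compound wells and 100% = reference inhibitor wells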
MITF inh – human MITF inhibition, primary screen | AlphaScreen MITF homodimerization, bead proximity signal | AID 1259374 | O75030 | 0.91% of 650,000 active | inhibition, % at 2.6 µM; in the data active = inhibition above about 50%;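 also: 0% = vehicle wells with protein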
GPR151 ag – human GPR151 activation. Q8TDV0. PathHunter beta-arrestin GPR151 cells, luminescence. activation, % at 11.2 µM. 1% of 650,000 active. AID 1508602; in the data active = activation above about 4.9%;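 also: 0% = median of compound wells and 100% = cells with positive control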
Target sequence (Q8TDV0 whole entry, looked up): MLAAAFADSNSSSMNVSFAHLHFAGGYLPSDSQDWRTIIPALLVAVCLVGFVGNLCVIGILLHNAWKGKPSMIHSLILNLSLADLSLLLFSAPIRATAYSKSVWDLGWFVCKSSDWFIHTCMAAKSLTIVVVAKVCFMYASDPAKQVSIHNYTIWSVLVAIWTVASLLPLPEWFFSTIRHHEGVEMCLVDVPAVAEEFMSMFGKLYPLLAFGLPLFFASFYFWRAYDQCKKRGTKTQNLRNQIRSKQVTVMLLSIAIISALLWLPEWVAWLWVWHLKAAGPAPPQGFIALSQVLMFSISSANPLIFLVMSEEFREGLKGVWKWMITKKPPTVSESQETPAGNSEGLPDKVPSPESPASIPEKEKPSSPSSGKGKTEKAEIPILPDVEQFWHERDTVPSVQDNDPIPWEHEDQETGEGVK
* marks the source's active call; other numbers are inactive results.

SMILES	FBW7 activator	TEAD-YAP inh	MITF inh	GPR151 ag
COc1ccc(N(CC(=O)Nc2cccc(C)c2)S(=O)(=O)c2ccccc2)c(OC)c1	0.0	4	-2	1.7
O=C(NCc1ccccc1Cl)C1CCN(C(=O)NCc2ccccc2)CC1	-0.1	-16	3	0.6
N#Cc1c(-c2ccccc2)cc(-c2cccs2)nc1SC1CCCCC1O (stereo not given)	0.8	-8	11	3.7
CCc1nnc(NC(=O)c2cccc(OC)c2OC)s1	0.9	-59	11	-0.9
C=CCc1cccc(OC)c1OCCOCCn1ccnc1	-0.1	-7	54*	-0.1
C/C=C(\C)C(=O)N1CCc2c(cnc(C)c2CNC(=O)c2ccc3c(c2)OCO3)C1	-0.1	-8	-9	0.4
O=C(Cn1nnc2ccccc21)NCCn1nc(-c2cccs2)oc1=O	-0.1	-1	10	-1.5
c1ccc(CN2CCN(Cc3nnc(-c4ccccc4)o3)CC2)cc1	-0.1	-4	-10	0.6
O=C(NCCO)c1cc2cc(Br)ccc2oc1=O	-0.2	-7	-3	1.9
O=C1NN(c2ccc(F)cc2)C(=O)/C1=C\c1cc(O)ccc1Br	-0.1	-10	-2	-0.3
O=C(NCC1CCC2(CCN(C(=O)c3ccc(Cl)cc3)CC2)O1)C1CCCCC1 (stereo not given)	0.1	0	-5	1.4
COc1ccc(NC(=O)CC2C(=O)N(c3cccc(C(F)(F)F)c3)C(=S)N2Cc2cccs2)cc1 (stereo not given)	-0.1	12	-3	2.6
CC(C)Cn1c(=O)[nH]c2ncc(-c3cccc4ncccc34)nc21	-0.3	9	8	1.0
CCc1c(C)sc(NC(=O)c2cccs2)c1C(N)=O	-0.1	-42	10	-0.9
CCCOc1ccc(/C(O)=C2/C(=O)C(=O)N(CCCN3CCOCC3)C2c2ccc(N(C)C)cc2)c(C)c1 (stereo not given)	0.1	-5	-14	0.3
CN1CCN(C(=S)NC(=O)/C=C/c2ccc(F)cc2)CC1	0.2	-4	-7	1.8
COc1ccc(C(=O)Nc2cc(C(=O)NCc3ccco3)ccc2N2CC3CC(C2)c2cccc(=O)n2C3)cc1 (stereo not given)	-0.1	0	2	-0.1
O=C(CSc1nnc(Nc2ccccc2F)s1)NC12CC3CC(CC(C3)C1)C2	-0.1	-10	-1	2.3
Cc1ccc(NC(=O)CCN2CCCCC2)cc1C	0.1	-3	4	-0.3
Cc1cc(C)nc(NS(=O)(=O)c2ccc(NC(=O)c3cccc(Cl)c3)cc2)n1	0.0	3	7	0.9
O=c1oc2ccc(Cl)cc2cc1-c1nc2ccccc2s1	-0.1	-7	9	-0.4
CCCCCCn1c(SCC(=O)O)nc2c1c(=O)[nH]c(=O)n2C	-0.1	-6	-4	0.1
CCC(Sc1nc2cc(OC)c(OC)cc2c(=O)n1Cc1ccco1)C(=O)NCCOC (stereo not given)	0.3	5	19	-0.3
CCOC(=O)C1CCCN(Cc2ccc(OC)cc2OC)C1 (stereo not given)	0.0	15	22	-0.8
O=C(NCCN1CCOCC1)c1cccnc1SCc1cccc(Br)c1	-0.1	-5	0	4.4
CC/C(=N/NC(N)=S)c1ccc(O)cc1	-0.4	2	14	-0.1
CCOC(=O)C1C(=O)C=C(c2ccc(OC)c(OC)c2)CC1c1ccccc1OC (stereo not given)	-0.2	2	-4	-0.7
COc1ccc(-c2cc(C(F)(F)F)n3ncc(C(=O)Nc4sc5c(c4C(=O)OC(C)C)CCCC5)c3n2)cc1OC	-0.1	-8	3	-0.4
COc1ccc(-n2c3nc(=O)[nH]c(=O)c-3cc3c(C)nn(-c4ccccc4)c32)cc1Cl	0.0	5	3	-1.2
Cc1c(/C=C/C(=O)c2ccccc2O)cnn1C	0.0	-65	4	0.1
O=C(O)CCCCCNC(=O)/C(=C\c1ccco1)NC(=O)c1ccco1	0.4	2	27	0.8
N#Cc1ccc(OCc2cccc([N+](=O)[O-])c2)cc1	0.2	-22	-7	2.7
O=C(Nc1ccccc1[N+](=O)[O-])C1C2CCCCC21 (stereo not given)	-0.2	4	1	-1.1
CC(C)n1c(=N)c(C#N)cc2c(=O)n3ccccc3nc21	0.1	7	9	-0.3
CC(C)c1ccc(NC(=O)C(c2ccccc2)N(C)c2ccccc2)cc1 (stereo not given)	-0.1	-19	-21	-0.3
Nc1nc(-c2ccc(NC(=O)c3ccccc3)cc2)cs1	0.3	-20	9	-4.0

Gathered by group, the compounds so far containing a Cl atom (5)
SMILES	FBW7 activator	TEAD-YAP inh	MITF inh	GPR151 ag
O=C(NCc1ccccc1Cl)C1CCN(C(=O)NCc2ccccc2)CC1	-0.1	-16	3	0.6
O=C(NCC1CCC2(CCN(C(=O)c3ccc(Cl)cc3)CC2)O1)C1CCCCC1 (stereo not given)	0.1	0	-5	1.4
Cc1cc(C)nc(NS(=O)(=O)c2ccc(NC(=O)c3cccc(Cl)c3)cc2)n1	0.0	3	7	0.9
O=c1oc2ccc(Cl)cc2cc1-c1nc2ccccc2s1	-0.1	-7	9	-0.4
COc1ccc(-n2c3nc(=O)[nH]c(=O)c-3cc3c(C)nn(-c4ccccc4)c32)cc1Cl	0.0	5	3	-1.2

Some of the entries above in a different format.
CC/C(=N/NC(N)=S)c1ccc(O)cc1
  FBW7 activator: -0.4
  TEAD-YAP inh: 2
  MITF inh: 14
  GPR151 ag: -0.1

O=C(Nc1ccccc1[N+](=O)[O-])C1C2CCCCC21 (stereo not given)
  FBW7 activator: -0.2
  TEAD-YAP inh: 4
  MITF inh: 1
  GPR151 ag: -1.1

Going on with the list.
SMILES	FBW7 activator	TEAD-YAP inh	MITF inh	GPR151 ag
CC(=O)Nc1sc(N/N=C/c2cccc(Cl)c2)nc1-c1cccs1	-0.1	9	9	7.5*
NC(=O)CC1C=CS(=O)(=O)C1 (stereo not given)	0.1	0	8	-0.6
COc1cccc(CN2CCC(N3CCN(c4ccccc4)C(=O)C3)CCC2=O)c1 (stereo not given)	0.7	-5	13	-0.1
Oc1ccc(-c2ccccc2)cc1CN1CCN(c2ccccc2)CC1	0.0	-3	1	0.0
COc1cc(NC(=O)c2cccc(-n3ncc4cc(Nc5ccccc5Cl)ccc43)c2)cc(OC)c1OC	0.2	23	-4	-0.8
CCOC(=O)c1c(NC(=O)CCCOc2ccc(C(C)(C)C)cc2)sc(C)c1C	0.3	-20	0	0.0
COc1ccc(Cl)cc1C(=O)Nc1cc(Cl)ccc1C(=O)O	-0.1	-1	4	0.7
CN(CC(O)COc1ccc(OCC(O)CN(C)C2CCCCC2)cc1)C1CCCCC1 (stereo not given)	0.1	-3	-3	-0.9
CCCN1CCN(C(=O)c2cnc(N3CCN(c4ncccn4)CC3)c3ccccc23)CC1	0.2	19	23	-0.7
CSCCCN1CCc2nnc(C(NC(=O)c3ccccn3)C(C)C)n2CC1 (stereo not given)	-0.1	7	-5	4.3
CCOc1ccccc1/C=C1\N=C(c2cccc(OC)c2)OC1=O	-0.1	4	1	0.7
Cc1cccc(OCC(=O)N/N=C/c2ccc(Br)s2)c1	0.0	1	-11	-0.3
CCc1ccccc1NC(=O)c1ccc(=O)oc1	0.0	7	3	1.2
O=C(CCN1N=C(c2ccccc2)CCC1=O)NCc1ccc(Cl)cc1	-0.2	-7	-3	-0.3
O=C(Cn1c(=O)oc2cc(S(=O)(=O)N3CCCC3)ccc21)Nc1ccccn1	0.1	2	1	-0.7
COC(=O)C(C)Sc1ccc2nnc(-c3ccccc3)n2n1 (stereo not given)	0.2	5	9	-0.7
CC1S/C(=C(/C#N)C(=O)NCc2ccco2)N(Cc2ccco2)C1=O (stereo not given)	-0.1	2	-1	1.7
COc1cc(/C=N/Nc2ccc3ccccc3n2)c([N+](=O)[O-])cc1OC	-0.1	-1	11	3.4
COc1ccc(C(=O)NNC(=O)c2ccc(S(=O)(=O)N3CC(C)OC(C)C3)cc2)cc1 (stereo not given)	-0.1	6	6	2.9
O=C1C(C=Nc2ccc(F)c(Cl)c2)=C(O)c2ccccc21	-0.2	21	-2	0.7
CC(=O)Nc1ccc(Nc2ncnc3c2c(-c2ccccc2)cn3-c2ccccc2)cc1	0.7	-19	15	-1.4
COC(=O)C(C)Oc1ccc2cc(-c3ccc(OC)cc3)c(=O)oc2c1 (stereo not given)	1.1	-1	-5	-1.8
O=C1CC(N2CCN(c3ccccc3)CC2)C(=O)N1c1cccc(Br)c1 (stereo not given)	0.3	3	-3	1.1
Cc1cccc(C)c1NC(=S)N(CCCN1CCCCC1)Cc1ccco1	0.0	-1	17	-1.8
COC(=O)C1=CNC=C(C(=O)OC)C1c1cc(C)ccc1C	0.7	-18	-11	-0.6
CCOC(=O)CNC(=O)c1ccc2[nH]c3ccccc3c2c1	0.4	-13	12	-0.5
CCC(C)(C)NS(=O)(=O)c1ccc([N+](=O)[O-])cc1	0.1	-6	-2	3.6
CC(=O)N1CCOc2cc(S(=O)(=O)Nc3c(C)cc(C)cc3C)ccc21	-0.2	4	-1	2.7
COc1ccc(Cl)c(Cn2c(NCCN)nc3c2c(=O)n(C)c(=O)n3C)c1	0.9	-4	21	-1.4
CN(CC(O)CN1CCNCC1)S(=O)(=O)O (stereo not given)	0.2	7	1	0.4
Oc1ccc(C=Nc2cccc3ccccc23)c(O)c1	-0.5	-4	1	0.4
CCOC(=O)c1cn[nH]c1N	0.0	3	-7	0.4
Cc1ccc(CN2CCc3nnc(C(NS(C)(=O)=O)C(C)C)n3CC2)cc1C (stereo not given)	0.5	-4	18	-1.6
COC(=O)c1cccc(NC(=O)/C(=C\c2ccccc2)NC(=O)c2ccccc2OC)c1	-0.3	12	-7	1.6
COC(=O)c1ccc2c(=O)n(CCc3ccc(S(N)(=O)=O)cc3)c(SCC(=O)Nc3ccc(C)c(Cl)c3)nc2c1	0.4	4	3	1.9
CSCCC(NC(=O)c1c(-c2ccccc2Cl)noc1C)C(=O)O (stereo not given)	0.0	11	-2	0.2
COc1cc(/C=C2\SC(=O)N(Cc3ccccc3)C2=O)cc([N+](=O)[O-])c1O	0.1	-3	3	-0.5
COC(=O)c1ccccc1NC(=O)c1cc([N+](=O)[O-])nn1Cc1ccccc1	0.3	7	10	-0.2
CC(=O)Nc1ccccc1C(=O)N1CCN(c2ccc(F)cc2)CC1	0.2	0	-3	1.5
COc1ccc(N(CC(N)=O)S(C)(=O)=O)cc1Cl	0.0	5	-3	0.7
CC(C)Nc1nc(NCCO)nc(N2CCOCC2)n1	-0.1	-3	11	0.3
CCOC(=O)C1=CN(Cc2ccc(F)cc2)C=C(C(=O)OCC)C1c1ccc(OC)c(Br)c1	0.7	-6	-11	0.5
Cc1ccc2nsnc2c1NC(=O)c1cc(I)ccc1Cl	0.0	-9	-5	-1.1
Cc1ccc2oc(C(=O)Nc3ccccc3C)cc(=O)c2c1	0.1	-26	5	0.1
Cc1cc(/C=C(/C#N)C(=O)NC(C)C)c(C)n1-c1ccc(O)cc1	-0.1	30	3	2.2
Cc1c(Cl)cccc1NCCn1c(C)cn2c3c(=O)n(C)c(=O)n(C)c3nc12	-0.1	-10	-6	-0.6
O=C(NNC(=S)Nc1ccc(Br)cc1Cl)c1ccncc1	-0.2	-15	9	-0.3
Cc1ccc(Cn2nnc3c(=O)[nH]c(C4CCCN(C(=O)CC(C)(C)C)C4)nc32)cc1 (stereo not given)	0.1	0	5	0.4
CC1CCN(C(=O)c2c[nH]c3ccc(S(=O)(=O)N(C)Cc4ccccc4)cc3c2=O)CC1	-0.2	2	1	0.7
O=c1[nH]c(O)c(C=Nc2cccc(C(F)(F)F)c2)c(=O)[nH]1	-0.6	-6	22	-1.6
c1ccc2c(c1)c1ccccc1n2Cn1c2ccccc2c2ccccc21	0.0	-1	11	-0.4
CCCC1CCC(c2ccc(C(=O)COC(=O)C(Cc3ccccc3)NC(=O)C34CC5CC(CC(C5)C3)C4)cc2)CC1 (stereo not given)	0.0	-4	9	4.6
C=CCc1c(O)ccc2c(C)c(CCCC)c(=O)oc12	0.8	-2	-14	-1.4
COc1ccc(C2C(C(=O)Nc3cnc4ccccc4c3)c3ccccc3C(=O)N2C2CCCCC2)cc1 (stereo not given)	0.3	1	16	0.3
Cc1ccc2c(c1)N(CC(=O)N(CCCN1CCOCC1)Cc1ccncc1)C(=O)CO2	0.0	2	-24	0.0
O=C1C2ON(c3ccccc3)C(c3cccs3)C2C(=O)N1c1ccc(Cl)cc1 (stereo not given)	-0.1	-5	-9	1.3
COC(=O)C1=CN(C)C=C(C(=O)OC)C1c1ccc(O)c(OC)c1	0.0	-4	-1	0.9
O=c1nc(SCc2c(F)cccc2Cl)c2c(n1Cc1ccccn1)CCC2	-0.1	-12	5	-1.3
Cc1ccc(-c2cncc(-c3cccc(N)c3)n2)cc1	-0.2	8	3	-1.1
Cc1ccc(/C=N/NC(=O)Cc2cccn2C)s1	0.1	-6	10	4.6

Quoted from the listing.
Value for CCCC1CCC(c2ccc(C(=O)COC(=O)C(Cc3ccccc3)NC(=O)C34CC5CC(CC(C5)C3)C4)cc2)CC1 (stereo not given) in MITF inh: 9
Value for O=C1C2ON(c3ccccc3)C(c3cccs3)C2C(=O)N1c1ccc(Cl)cc1 (stereo not given) in FBW7 activator: -0.1

New compounds follow
SMILES	FBW7 activator	TEAD-YAP inh	MITF inh	GPR151 ag
O=S(=O)(NCCCN1CCOC(c2ccccc2)C1)c1ccc2c(c1)OCCO2 (stereo not given)	-0.2	6	-5	-0.5
CC1=CC(=C(C#N)C#N)C=C(C)N1Cc1ccc(Cl)cc1	-0.1	-6	-9	0.2
O=C(CNC(=O)c1ccccc1Br)N/N=C/c1ccc2c(c1)OCO2	0.1	-1	5	-0.6
O=C(O)c1ccc(NS(=O)(=O)c2ccc(C(=O)Nc3ccccc3)cc2)cc1	0.0	12	8	1.2
CC(C)c1nnc(NC(=O)c2cc(Cl)ccc2[N+](=O)[O-])s1	-0.1	-4	-7	1.2

Source: PubChem BioAssay
